MrgX1 antagonist: antagonists of human MrgX1 receptor. Q96LB2. MRGX1-HEK293 calcium flux, Fluo-4, BAM8-22 antagonism; hits give low values. B-score at 10 µM. actives 1.3% (n = 310,000);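 active = calcium-response B-score plate-corrected more than 3 library SD below zero, starting fluorescence within 5 deviations, no agonist response on first addition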;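 note: peak minus trough fluorescence over baseline after final BAM8-22 challenge near maximal dose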
Target sequence (Q96LB2 whole entry, looked up): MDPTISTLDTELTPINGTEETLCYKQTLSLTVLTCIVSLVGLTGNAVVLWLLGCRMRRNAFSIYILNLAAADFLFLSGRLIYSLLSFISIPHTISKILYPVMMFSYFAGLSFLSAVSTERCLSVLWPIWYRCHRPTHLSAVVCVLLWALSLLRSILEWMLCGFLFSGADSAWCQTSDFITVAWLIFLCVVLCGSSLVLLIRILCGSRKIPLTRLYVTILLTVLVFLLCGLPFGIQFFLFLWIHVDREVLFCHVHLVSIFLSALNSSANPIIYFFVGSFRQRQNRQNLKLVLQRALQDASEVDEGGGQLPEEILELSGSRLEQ
RGS4 act: RGS4 potentiation or activation; HEK293 M3R/inducible RGS4, carbachol calcium flux Fluo4; hits give low values; B-score at 10 µM; actives 0.92% (n = 310,000); AID 463111;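 active = B-score of the integrated calcium signal more than 4 SD below the library mean, with starting fluorescence not abnormally high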;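 note: negative B-score means reduced calcium response which marks RGS4 activation or potentiation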
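Material: M3R-expressing HEK293 line, RGS4 induced by doxycycline | Schedule: Overnight RGS4 induction, 30 min dye load 37 °C, 20 min compound RT | Measured by: Fluo4 fluorescence kinetic imaging of calcium | Read-out: Integrated calcium ratio converted to B score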
ANO1 block: inhibitors of mouse TMEM16A calcium-activated chloride channel | actives 1.2% (n = 310,000) | AID 588511 | HEK293 TMEM16A/YFP iodide influx fluorescence, ionomycin | normalized B-score (activity score, 25-100; higher = stronger inhibition) at 10 µM;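 active = ratio plate-corrected score three or more library SD toward inhibition, starting fluorescence score within five deviations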;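 note: score derived from kinetic fluorescence span divided by baseline fluorescence per well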
RGS4 inh: human RGS4 inhibition; P49798; HEK293 M3R/RGS4 inducible, Fluo-4 calcium flux; hits give high values; triggered by carbachol at its EC20; B-score at 10 µM; actives 0.45% (n = 310,000); AID 463165;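 active = B-score, a plate-corrected calcium signal, over three deviations above library mean, with baseline fluorescence within five deviations of library mean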;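 note: RGS4 expression induced by doxycycline in cells with stable M3 receptor; B-score is computed from the integrated fluorescence ratio over baseline after carbachol; higher B-score means a larger calcium signal and so more RGS4 inhibition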
Target sequence (P49798 whole entry, looked up): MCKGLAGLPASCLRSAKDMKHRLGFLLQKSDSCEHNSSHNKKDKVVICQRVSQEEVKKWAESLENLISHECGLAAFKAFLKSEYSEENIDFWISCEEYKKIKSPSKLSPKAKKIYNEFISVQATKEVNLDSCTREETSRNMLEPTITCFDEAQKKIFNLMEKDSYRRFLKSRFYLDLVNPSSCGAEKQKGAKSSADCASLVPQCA
ANO1 activ: activators or potentiators of mouse TMEM16A chloride channel. B-score at 10 µM. actives 0.3% (n = 340,000). HEK293 TMEM16A/YFP-H148Q/I152L, iodide quench fluorescence; hits give low values. AID 623877;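 active = fluorescence-ratio B-score plate-corrected deviation score at least 3 library SD below zero, with starting fluorescence score within 5 deviations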;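 note: channel opened by trigger with iodide after compound preincubation; score built on the fluorescence ratio of max minus min over baseline; more negative score means more quench and so TMEM16A activation or potentiation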
TRPC6 activator: mouse TRPC6 channel activation; Q61143; HEK293-TRPC6 membrane potential dye fluorescence; hits give high values; AID 2550; actives 0.13% (n = 310,000); B-score at 10 µM;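 active = B-score of the integrated fluorescence ratio above library mean plus 3 SD, and starting fluorescence ratio within library mean plus 5 SD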;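 note: higher score means more depolarization so channel activation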
SKKanGAS inh: SKKanGAS growth inhibition; actives 1.3% (n = 300,000); S. pyogenes SKKanGAS, kanamycin growth, BacTiter-Glo, 6 h; AID 1662; inhibition, % at 7.5 µM;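 active = mean replicate score, as percent of positive control median, at least 50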;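 note: strain carries kanamycin resistance gene driven by streptokinase promoter and grows in 40 µg/ml kanamycin; loss of luminescence reflects streptokinase promoter inhibition or plain growth inhibition; 0% = median of DMSO wells and 100% = positive control at its reference dose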
TRPC6 inh: inhibitors of mouse TRPC6 channel | HEK293-TRPC6, membrane potential dye, ACh-evoked depolarization; hits give low values | B-score at 10 µM | actives 1.1% (n = 310,000);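 active = B-score under library mean minus 3 SD, initial fluorescence not abnormally high, positive integrated signal ratio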;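 note: B-score derived from integrated fluorescence ratio over the kinetic read; more negative B-score means stronger inhibition of depolarization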
MrgX1 agonist: activates human MrgX1 receptor signaling | AID 588627 | actives 0.44% (n = 310,000) | Q96LB2 | B-score at 10 µM | MrgX1-HEK293 cells, Fluo-4 calcium fluorescence, agonist mode; hits give high values;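 active = calcium response B-score plate-corrected fluorescence ratio at least 3 library SD, with starting fluorescence B-score inside 5 SD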
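Material – MrgX1-expressing HEK293 cells · Input – 15,000 cells seeded per well · Dosing – compound as first of three additions · Times – overnight seeding, then 1 h dark dye loading · Measured by – kinetic Fluo-4 NW fluorescence of intracellular calcium · Read-out – B-scored fluorescence response ratio · Benchmarks – positive and negative control wells on each plate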
HDAC3 inhib: inhibitors of human histone deacetylase 3 | AID 2718 | recombinant HDAC3, fluorogenic peptide/trypsin coupled, fluorescence | actives 0.15% (n = 320,000) | inhibition, % at 8.3 µM; in the data active = inhibition above about 26%, passing the limit was not always enough
Target sequence (O15379 whole entry, looked up): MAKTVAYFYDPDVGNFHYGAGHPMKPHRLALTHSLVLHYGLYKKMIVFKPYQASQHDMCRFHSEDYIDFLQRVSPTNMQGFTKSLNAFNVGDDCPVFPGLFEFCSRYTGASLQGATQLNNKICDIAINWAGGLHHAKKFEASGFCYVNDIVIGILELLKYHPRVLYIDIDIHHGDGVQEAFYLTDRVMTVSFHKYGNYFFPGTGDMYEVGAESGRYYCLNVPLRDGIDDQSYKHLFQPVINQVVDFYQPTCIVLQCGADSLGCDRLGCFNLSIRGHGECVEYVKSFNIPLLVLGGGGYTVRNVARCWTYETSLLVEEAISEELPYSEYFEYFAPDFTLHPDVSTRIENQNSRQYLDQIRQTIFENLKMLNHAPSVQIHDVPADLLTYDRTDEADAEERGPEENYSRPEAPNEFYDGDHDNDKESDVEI
MrgX1 allo act: allosterically activates human MrgX1 receptor signaling; Q96LB2; MrgX1-HEK293, Fluo-4 calcium flux, FDSS; hits give high values; B-score at 10 µM; actives 0.63% (n = 310,000);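 active = plate-corrected calcium response at least 3 library SD above typical, normal starting fluorescence, not activating the receptor alone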;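 note: compound read alongside a low EC10 to EC30 dose of BAM8-22 agonist; peak minus trough fluorescence over baseline measured at the second addition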
The depositor's hits bear a star; i = inactive; · = not tested or not shown. Compounds as they come; any-hit rate near 6.7%.

SMILES | MrgX1 antagonist | RGS4 act | ANO1 block | RGS4 inh | ANO1 activ | TRPC6 activator | SKKanGAS inh | TRPC6 inh | MrgX1 agonist | HDAC3 inhib | MrgX1 allo act
CCOc1ccc(N2CC(C(=O)N/N=C/c3sccc3C)CC2=O)cc1 (stereo unspecified) | i | i | i | i | i | i | 6 | i | i | -8 | i
COc1ccc(C2/C(=C(/O)c3ccc4c(c3)CC(C)O4)C(=O)C(=O)N2CCN2CCOCC2)cc1 (stereo unspecified) | i | i | i | i | i | i | -1 | i | i | 3 | i
O=C(CSc1n[nH]c(-c2ccco2)n1)Nc1ccccc1 | i | i | i | i | i | i | -3 | i | i | 2 | i
CCc1ccccc1Nc1ccc(C(=O)O)cc1N | i | i | i | i | i | i | 2 | i | i | -1 | i
O=C(Nc1ccc(F)cc1)N1CCn2c(nc3ccccc32)C1 | i | i | i | i | i | i | -2 | i | i | 5 | i
O=c1c2ccccc2cnn1Cc1n[nH]c(=S)n1-c1ccccc1 | i | i | i | i | i | i | 4 | i | i | 2 | i
CCc1ccc(C(=O)COC(=O)CNC(=O)c2ccc(N3C(=O)c4ccccc4C3=O)cc2)cc1 | i | i | i | i | i | i | 4 | i | i | 1 | i
CCn1c(-c2ccccc2Cl)nn(CC(=O)NCCc2ccccc2)c1=S | i | i | i | i | i | i | 4 | i | i | -2 | 12*
Cc1ccc(C)c(NCC(=O)c2ccc(Cl)cc2)c1 | i | i | i | i | i | i | 3 | i | i | 6 | i
COc1ccc(-c2csc(NC(=O)C3CSC4(C)CCC(=O)N34)n2)c(OC)c1 (stereo unspecified) | i | i | i | i | i | i | 25 | i | i | · | i
Cc1cccc(OCCC(=O)NCC(c2ccccc2)N(C)C)c1 (stereo unspecified) | i | i | i | i | i | i | 4 | i | i | 4 | i
Cc1cc(NC(=O)CCCN2C(=O)c3cccnc3C2=O)ccc1Br | i | i | i | i | i | i | 0 | i | i | 4 | i
CCCCN(C(=O)c1ccco1)c1nnc(-c2cc(OC)c(OC)c(OC)c2)s1 | i | i | i | i | i | i | -9 | i | i | · | i
COc1ccc(CNC(=O)c2cnccn2)cc1 | i | i | i | i | i | i | -3 | i | i | -2 | i
CCS(=O)(=O)c1cc([N+](=O)[O-])c(Sc2ccccc2N)s1 | i | i | i | i | i | i | 12 | i | i | -2 | i
S=c1[nH]nc(-c2ccco2)n1-c1cccc2ccccc12 | i | i | i | i | i | i | 3 | i | i | 12 | i
COc1ccc(C(=O)COC(=O)CN2C(=O)c3ccccc3C2=O)c(OC)c1 | i | i | i | i | i | i | 8 | i | i | 2 | i
Cn1c(SCc2ccccc2)nc2c1c(=O)[nH]c(=O)n2C | i | i | i | i | i | i | 5 | i | i | -1 | i
CCOc1ccccc1NC(=O)CSc1nnc(CNC(=O)c2cc(OC)c(OC)c(OC)c2)o1 | i | i | i | i | i | i | -4 | i | i | 0 | i
Cc1ccc(S(=O)(=O)N2CCC(=O)N(CCOCc3ccc(Cl)cc3)CC2)cc1 | i | i | i | i | i | i | -9 | i | i | -3 | i
COc1ccc(CN(C2CCCCC2C)S(=O)(=O)c2ccc(S(=O)(=O)N(C)C)cc2)cc1OC (stereo unspecified) | i | i | i | i | -29* | i | 2 | i | i | 0 | i
FC(F)Sc1ccc(-n2cc(-c3ccccc3)[n+]3c2CCC3)cc1 | i | i | i | i | i | i | -8 | i | i | 2 | i
Cc1ccccc1OCc1nnc(SCc2cc(=O)[nH]c3ccccc23)n1-c1ccccc1 | i | i | i | i | i | i | -1 | i | i | 6 | i
Cc1cc([N+](=O)[O-])ccc1NC(=O)c1cccc(NC(=O)C(C)C)c1 | i | i | i | i | i | i | 10 | i | i | 1 | i
Cc1[nH]c2ccccc2c1/C=N/NC(=O)c1cc(-c2ccccc2)n[nH]1 | i | i | i | i | i | i | 1 | i | i | 10 | i
(list continues)
SMILES | MrgX1 antagonist | RGS4 act | ANO1 block | RGS4 inh | ANO1 activ | TRPC6 activator | SKKanGAS inh | TRPC6 inh | MrgX1 agonist | HDAC3 inhib | MrgX1 allo act
C[C@H]1CNC(=O)C(=O)N1C[C@H](Cc1ccc(O)cc1)NC(=O)CC12CC3CC(CC(C3)C1)C2 | i | i | i | i | i | i | 3 | i | i | 6 | i
Cc1cccc(C(=O)NN/C=C/C(=O)c2ccccc2)c1 | i | i | i | i | i | i | 11 | i | i | 6 | i
Cc1ccc(CN2CCN(Cc3cnc(N4CCOCC4)s3)CC2CCO)cc1 (stereo unspecified) | i | i | i | i | i | i | 4 | i | i | -2 | i
COc1ccc2c(c1)C(=O)C(=O)N2CCS(=O)(=O)c1ccccc1 | i | i | i | i | i | i | 0 | i | i | -3 | i
COC(=O)c1ccc(Cn2nnc3c(=O)[nH]c(C4CCCN(S(=O)(=O)c5cccc(Cl)c5)C4)nc32)cc1 (stereo unspecified) | i | i | i | i | i | i | 13 | i | i | 0 | i
CCN(CC)C(=O)c1ccc(-c2nnc(OC)c3ccccc23)cc1 | i | i | i | i | i | i | 9 | i | i | 1 | i
CCOC(=O)C1CCCN(C(=O)Cn2cccc2C(=O)c2ccccc2)C1 (stereo unspecified) | i | i | i | i | i | i | -4 | i | i | -3 | i
COc1ccc(NC(=S)Nn2cnnc2)cc1OC | i | i | i | i | i | i | 19 | i | i | 1 | i
COc1ccc(OC)c(CN(CCN2CCOCC2)C(=O)Nc2cccc(Cl)c2)c1 | i | i | i | i | i | i | 4 | i | i | 0 | i
O=C(Cc1ccc(Br)cc1)N1CCN(C(=O)c2ccco2)CC1 | i | i | i | i | i | i | 0 | i | i | 1 | i
O=C(OCC(=O)N(C1CCCCC1)C1CCCCC1)c1ccncc1 | i | i | i | i | i | i | 1 | i | i | 3 | i
Cc1ccc(O)c(-n2nc3ccccc3n2)c1 | i | i | i | i | i | i | 7 | i | i | 0 | i
CCN(CC)S(=O)(=O)c1ccc(N2CCOCC2)c(NC(=O)COc2ccc(C#N)cc2)c1 | i | i | i | i | i | i | -8 | i | i | · | i
O=C(/C=C/c1ccc([N+](=O)[O-])cc1)NCc1cccs1 | i | i | i | i | i | i | -2 | i | i | -2 | i
CCN(CC)S(=O)(=O)c1ccc(C)c(NC(=O)Cn2cnc3cc([N+](=O)[O-])ccc3c2=O)c1 | i | i | i | i | i | i | 2 | i | i | 1 | i
O=C1NN(c2ccccc2)C(=O)/C1=C\c1cccc(OC(=O)c2cccs2)c1 | i | i | i | 20* | i | i | 14 | i | 27* | 3 | i
Cc1cc(C)c2c(=O)n(CC(=O)N3CCC(Cc4ccccc4)CC3)sc2n1 | · | i | · | i | · | i | -1 | i | · | · | ·
O=C(Nc1nnc(S(=O)(=O)Cc2ccc(F)cc2)s1)c1ccccc1F | i | i | i | i | i | i | 9 | i | i | -2 | i
O=C(Nc1c(-c2ccccc2)nc2ccccn12)c1ccccc1 | i | i | i | i | i | i | -3 | i | i | 6 | i
CCCCn1nc2cc(C(=O)NC3CCCc4ccccc43)ccc2c1OCC (stereo unspecified) | i | i | i | i | i | i | 8 | i | i | 10 | i
Cc1ccc(NC(=S)NCC(O)c2ccccc2)c(C)c1 (stereo unspecified) | i | i | i | i | i | i | 8 | i | i | -3 | i
O=C(Nc1nnc(CCN2CCCCC2)s1)c1ccccc1 | i | i | i | i | i | i | -1 | i | i | 0 | i
O=C(NCCN1CCCCC1)c1ccc(=O)oc1 | i | i | i | i | i | i | 8 | i | i | -1 | i
CCOC(=O)N1CCN(C(=O)CN2C(=O)COc3ccc(S(=O)(=O)N4CCOCC4)cc32)CC1 | i | i | i | i | i | i | -9 | i | i | · | i
CCC(=O)Oc1ccc2oc(=O)cc(C)c2c1 | i | i | i | i | i | i | -2 | i | i | 6 | i
(more compounds)
SMILES | MrgX1 antagonist | RGS4 act | ANO1 block | RGS4 inh | ANO1 activ | TRPC6 activator | SKKanGAS inh | TRPC6 inh | MrgX1 agonist | HDAC3 inhib | MrgX1 allo act
CC(C)C(O)(C#CCN1CCCCC1)C(C)C | i | i | i | i | i | i | 2 | i | i | -10 | i
CN(C(=O)COC(=O)c1ccc(=O)n(Cc2ccccc2)n1)C1CCS(=O)(=O)C1 (stereo unspecified) | i | i | i | i | i | i | -2 | i | i | -3 | i
CCN(CC)S(=O)(=O)c1cc(NC(=O)CN2C(=O)NC3(CCCc4ccccc43)C2=O)ccc1C (stereo unspecified) | -6.1* | i | i | i | i | i | -4 | i | i | 9 | i
O=C(/C=C/c1ccccc1)N1CCN(S(=O)(=O)c2ccc(F)cc2)CC1 | i | i | i | i | i | i | -16 | i | i | -1 | i
COc1ccccc1CNC(=O)C1CCN(S(=O)(=O)c2c(C)noc2C)CC1 | i | i | i | i | i | i | -6 | i | i | -3 | i
C/C(=N\NS(=O)(=O)c1ccc(C)c([N+](=O)[O-])c1)c1ccc2c(c1)OCO2 | i | i | i | i | i | i | -14 | i | i | 8 | i
CC(C)C(NC(=O)OCc1ccccc1)C(=O)NC(Cc1ccc(O)cc1)C(=O)O (stereo unspecified) | i | i | i | i | i | i | 6 | i | i | -5 | i
CCOc1ccc(C(=O)NCc2ccccn2)cc1 | i | i | i | i | i | i | -12 | i | i | -7 | i
Cc1ccc(S(=O)(=O)N/N=C\c2cccnc2)cc1 | i | i | i | i | i | i | 4 | i | i | 0 | i
CCCn1c(-c2cc(OC)c(OC)c(OC)c2)nc2nc3ccccc3nc21 | i | i | i | i | i | i | 36 | i | i | 1 | i
CCCCn1c(N)c(N(CC(C)C)C(=O)CCCn2c(=O)oc3ccccc32)c(=O)[nH]c1=O | i | i | i | i | i | i | -6 | i | i | -1 | i
COc1ccc(C(OC(=O)c2c(C)noc2C)C(=O)NC2CCCC2)cc1 (stereo unspecified) | i | i | i | i | i | i | 3 | i | i | -1 | i
NC(=O)CNC(=O)[C@@H]1CC2(CC(c3ccc(Cl)cc3)=NO2)CN1C(=O)c1ccc(Br)cc1 (stereo partly specified) | i | i | i | i | i | i | 7 | i | i | 0 | i
CCOC(=O)C1CCN(C(=O)Cn2c(=O)c3cccn3c3cccnc32)CC1 | i | i | i | i | i | i | -3 | i | i | -3 | i
Cc1ccc2cc(C#N)c(SCc3nnc(-c4ccccc4[N+](=O)[O-])o3)nc2c1 | i | i | i | i | i | i | 5 | i | i | 5 | i
Cc1nc2cc(C(F)(F)F)ccc2n1CCNc1nc(-c2cc(Cl)c(N)c(Cl)c2)cs1 | i | i | i | i | i | i | 35 | i | i | -5 | i
